# High-throughput results from PubChem.
# CF NFkB inh: blocks PAF-induced NF-kB reporter in cystic fibrosis cells; 0.86% of 360,000 active; AID 588850; KKLEB NF-kB-GFP reporter, GFP fluorescence overnight; inhibition, % at 5 µM;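 active means at least 50% inhibition at 5 µM, scaled per plate between neutral and stimulator controls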;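 further: PAF is a Pseudomonas aeruginosa culture filtrate used as stimulus; plate controls were PAF-stimulated DMSO wells for no effect and unstimulated DMSO wells for full effect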
# TRPM1 prom inh: MITF TRPM1 promoter inhibition in SK-MEL-5 cells; SK-MEL-5 TRPM1 promoter luciferase, 24 h; inhibition, % at 12.5 µM; 0.83% of 330,000 active;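 active means mean inhibition across replicates of 60% or more, whatever share of single replicates reaches that level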; further: values of inactives mirror those of a sister screen read the other way
# C8 TRAIL sens: sensitizes caspase-8 expressing cells to TRAIL. 1% of 360,000 active. NB7+C8 cells + TRAIL, ATPlite viability luminescence. AID 624354. inhibition (viability loss, TRAIL sensitization), % at 10 µM;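 active means compounds causing at least 50% loss of cell viability in the single-dose screen, relative to plate controls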
# TWEAK-Fn14 inh: TWEAK-Fn14 signaling inhibition; TWEAK-stimulated Fn14 reporter cells, luciferase luminescence, 8 h; inhibition, % at 10 µM; 2% of 360,000 active; in the data active means inhibition above about 50%
# HIF-2a inh: inhibitors of HIF-2a; 786-0 RCC cells HIF-2a reporter, luciferase luminescence, overnight; inhibition, % at 18.8 µM; 0.72% of 360,000 active; AID 624352;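 active means inhibition of the luminescence signal of 40% or more relative to plate controls, in a single-dose primary screen at 18.75 µM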
# NR2E3 ag-1: human photoreceptor-specific nuclear receptor agonism | AID 602229 | inhibition of corepressor binding, % at 3.98 µM | Q9Y5X4 | 0.35% of 360,000 active | CHO-S Gal4-NCOR/VP16-NR2E3 two-hybrid, luciferase;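 active means inhibition above the mean of all tested compounds plus 3 SD, cut at about 70% in these data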;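 further: 0% = DMSO with NR2E3 transfected cells and 100% = cells lacking NR2E3 construct; higher means lower luciferase signal from less NR2E3 corepressor binding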
# Target sequence (Q9Y5X4 whole entry, looked up, the tested form may be a part): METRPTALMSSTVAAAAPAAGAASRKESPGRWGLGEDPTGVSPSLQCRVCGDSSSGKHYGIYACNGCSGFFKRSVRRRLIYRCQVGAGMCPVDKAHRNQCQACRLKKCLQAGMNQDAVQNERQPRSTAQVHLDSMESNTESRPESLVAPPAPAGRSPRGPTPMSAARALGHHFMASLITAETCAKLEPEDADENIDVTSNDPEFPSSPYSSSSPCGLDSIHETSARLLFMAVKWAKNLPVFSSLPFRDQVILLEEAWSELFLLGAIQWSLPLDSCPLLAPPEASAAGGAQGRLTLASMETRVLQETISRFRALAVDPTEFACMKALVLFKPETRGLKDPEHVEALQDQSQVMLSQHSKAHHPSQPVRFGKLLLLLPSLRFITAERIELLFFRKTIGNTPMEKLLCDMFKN
# Peg3 prom inh: reduces Peg3 promoter-driven luciferase expression in HeLa; inhibition, % at 20 µM; HeLa PEG-Prom luciferase reporter, luminescence, overnight; 1.7% of 360,000 active;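 active means inhibition of at least 50% at 20 µM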
# NR2E3 ag-2: agonists of human nuclear receptor NR2E3. Q9Y5X4. GST-NR2E3/biotin-RetCOR TR-FRET, 1536-well. inhibition of corepressor binding, % at 4.78 µM. 0.12% of 320,000 active. AID 2300;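 active means percent inhibition above the cutoff of mean plus 3 SD of all tested compounds, set per screening campaign, cut at about 20% in these data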;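 further: 0% = DMSO wells and 100% = biotin wells as full block of FRET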
#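 system = GST-tagged NR2E3 plus biotinylated RetCOR corepressor | input = 1.35 nM GST-NR2E3 | also added = 7 nM biotin-RetCOR | schedule = 5 h incubation at 4 °C | measured by = TR-FRET with europium anti-GST and streptavidin-D2, 340 nm excitation | read-out = percent loss of FRET ratio relative to control wells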
# Shn3 3UTR inh: reduces Shn3 3'UTR luciferase signal in osteoblasts. Clone20 osteoblast Shn3 3'UTR firefly luciferase, 24 h. inhibition, % at 12.5 µM. 0.52% of 360,000 active;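 active means mean inhibition of at least 75% with every replicate also reaching 75%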;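 further: 0% = median of neutral control wells and 100% = pilot-screen positive control compound; some compounds past the cut are filed as inactive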
# KKLEB cytotox: counter-screen for CF NF-kB inhibitors: cytotoxicity. 0.36% of 360,000 active. KKLEB CF airway cells viability, ATPlite luminescence, overnight; active compounds read low; cells stimulated with P. aeruginosa culture filtrate. activity change (cytotoxicity), % at 5 µM;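 active means corrected activity change at or below -50% at 5 µM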
# TROY NFkB inh: TROY signaling inhibition | Q293 LMP1-TROYcd NF-kB luciferase reporter, 4 h | inhibition, % at 10 µM | 0.98% of 360,000 active;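 active means compounds whose plate-normalised and pattern-corrected inhibition of the luciferase reporter signal at the single screening dose is 50% or more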
# An asterisk follows results filed as active; . = no result given. The list is partial. The share of hits here may be higher or lower than overall.
SMILES,CF NFkB inh,TRPM1 prom inh,C8 TRAIL sens,TWEAK-Fn14 inh,HIF-2a inh,NR2E3 ag-1,Peg3 prom inh,NR2E3 ag-2,Shn3 3UTR inh,KKLEB cytotox,TROY NFkB inh
COc1ccccc1N1CCN(CC(O)COCc2cccs2)CC1 (stereo unspecified),7,-10,3,7,5,-5,-2,2,-19,-8,10
CCOc1cc(/C=C2/C(=N)N3N=C(CC)SC3=NC2=O)ccc1OC(=O)c1ccco1,-11,9,-25,3,6,-19,7,3,12,13,17
CCOC(=O)C1CCc2nc3ccccc3c(=O)n21 (stereo unspecified),1,-8,-19,1,3,-6,12,0,-9,-1,6
Cc1sc(=NC(=O)c2ccco2)n(C)c1-c1ccccc1,2,-57,78*,11,-146,-97,-252,5,-6,-37,-37
Cc1onc(-c2ccccc2Cl)c1C(=O)OCC(=O)Nc1ccc2c(c1)OCO2,5,6,3,24,6,-4,-14,1,14,1,11
COc1ccc(CN2C(=O)N(c3ccccc3)C(=O)C2CC(=O)Nc2ccccc2)cc1OC (stereo unspecified),15,17,-13,-4,11,-3,5,-1,4,-3,16
COc1cccc(Sc2nc(-c3ccccc3)ncc2S(C)(=O)=O)c1,38,.,-2,91*,-87,-41,-19,-3,-89,-13,71*
COc1ccc(CCNC(=O)CSc2nc(-c3ccco3)cc(C(F)(F)F)n2)cc1,14,5,-25,11,7,5,17,2,-50,-8,8
COC(=O)c1nnn(Cc2ccccc2)c1N,-4,-2,-4,-1,10,7,0,2,8,1,-7
Cc1ccc(-c2nn3c(C)nnc3s2)cc1NC(=O)c1ccc(OC(C)C)cc1,-4,-8,11,13,-18,-7,-10,-2,5,7,-2
OCCNc1nc(Nc2ccccc2Cl)nc(N2CCCC2)n1,6,-9,-5,-17,12,-11,0,2,0,-7,-11
CCCCN(NC(C)=O)c1nc(Cl)nc(NC(C)C)n1,-4,-1,7,16,3,-5,-20,3,-20,6,-4

# Quoted at random: two entries already listed
SMILES,CF NFkB inh,TRPM1 prom inh,C8 TRAIL sens,TWEAK-Fn14 inh,HIF-2a inh,NR2E3 ag-1,Peg3 prom inh,NR2E3 ag-2,Shn3 3UTR inh,KKLEB cytotox,TROY NFkB inh
CCCCN(NC(C)=O)c1nc(Cl)nc(NC(C)C)n1,-4,-1,7,16,3,-5,-20,3,-20,6,-4
Cc1ccc(-c2nn3c(C)nnc3s2)cc1NC(=O)c1ccc(OC(C)C)cc1,-4,-8,11,13,-18,-7,-10,-2,5,7,-2

# The listing continues.
SMILES,CF NFkB inh,TRPM1 prom inh,C8 TRAIL sens,TWEAK-Fn14 inh,HIF-2a inh,NR2E3 ag-1,Peg3 prom inh,NR2E3 ag-2,Shn3 3UTR inh,KKLEB cytotox,TROY NFkB inh
COc1ccc(NC(=O)CSc2nnc(-c3ccc(C)cc3)n2N)cc1,4,5,1,-4,-2,11,0,-2,-1,2,5
C[C@H](NC(=O)c1nc[nH]c1C(=O)NC(c1ccccc1)c1ccccc1)C(=O)OC(C)(C)C,-12,6,23,19,17,-3,21,3,2,-7,13
N#C/C(=C\C=C\c1ccccc1)C(=O)Nc1ccccc1,-47,5,11,30,-18,0,-25,-1,1,11,-22
CC(=O)N1CCc2cc(Br)cc(S(=O)(=O)N3CCCCCC3)c21,1,6,15,-8,24,5,19,1,15,0,7
Cc1ccc(NC(=O)c2cccc(C(=O)OC(C)C)n2)c(Br)c1,5,-7,0,-20,-56,-21,-47,-3,-1,7,-39
CC(C)c1nc2c(s1)CCc1onc(-c3ccc(Cl)cc3)c1-2,-21,0,10,-13,10,29,10,1,6,4,-7
Brc1ccc2oc3c(N4CCOCC4)ncnc3c2c1,-28,-2,2,-57,-189,-88,-137,.,4,-2,-41
O=C1CC(c2cccc(Oc3ccccc3)c2)NC(=O)N1 (stereo unspecified),-2,-1,4,0,19,-11,8,-1,22,2,14
CC(OC(=O)CCC(=O)N1CCN(S(=O)(=O)c2ccc3ccccc3c2)CC1)C(=O)NC(N)=O (stereo unspecified),6,-6,-6,1,5,-2,-3,2,-14,-1,-61
CCOC(=O)CSc1nnc(-c2cccnc2)o1,11,-6,2,-3,4,-14,-1,2,-7,5,8
CN(Cc1nc(-c2cnccn2)no1)CC1(c2ccccc2)CC1(C)C (stereo unspecified),0,1,-7,7,9,15,4,2,-11,-4,7
COCCN(C(=O)CNC(=O)c1ccco1)C(C(=O)NC1CCCCC1)c1cccs1 (stereo unspecified),5,8,0,11,4,-17,5,0,-34,-3,18

# Single records, as listed above. Order of screens: CF NFkB inh, TRPM1 prom inh, C8 TRAIL sens, TWEAK-Fn14 inh, HIF-2a inh, NR2E3 ag-1, Peg3 prom inh, NR2E3 ag-2, Shn3 3UTR inh, KKLEB cytotox, TROY NFkB inh
# N#C/C(=C\C=C\c1ccccc1)C(=O)Nc1ccccc1 as listed: -47, 5, 11, 30, -18, 0, -25, -1, 1, 11, -22
# CN(Cc1nc(-c2cnccn2)no1)CC1(c2ccccc2)CC1(C)C (stereo unspecified) as listed: 0, 1, -7, 7, 9, 15, 4, 2, -11, -4, 7
# CCOC(=O)CSc1nnc(-c2cccnc2)o1 as listed: 11, -6, 2, -3, 4, -14, -1, 2, -7, 5, 8
# CC(C)c1nc2c(s1)CCc1onc(-c3ccc(Cl)cc3)c1-2 as listed: -21, 0, 10, -13, 10, 29, 10, 1, 6, 4, -7
# Cc1ccc(NC(=O)c2cccc(C(=O)OC(C)C)n2)c(Br)c1 as listed: 5, -7, 0, -20, -56, -21, -47, -3, -1, 7, -39

# Additional structures
SMILES,CF NFkB inh,TRPM1 prom inh,C8 TRAIL sens,TWEAK-Fn14 inh,HIF-2a inh,NR2E3 ag-1,Peg3 prom inh,NR2E3 ag-2,Shn3 3UTR inh,KKLEB cytotox,TROY NFkB inh
Cc1ccc(F)c(S(=O)(=O)NC(=O)C2(C)CCN2C(=O)CCC2CCCC2)c1 (stereo unspecified),-39,.,-15,15,8,-16,6,.,0,10,-8
CCCCc1nc2n[nH]c(N)c2c2c1CCCC2,16,28,-9,-24,25,-42,34,-1,10,0,-3
CCN1CCN(CCC(=O)Nc2cc(C)ccc2C)CC1,-3,-1,6,7,19,25,-7,1,4,-14,5
COc1ccc2c(CN3CCCCC3)cc(=O)oc2c1,-10,.,-4,5,-86,-23,-46,.,-4,1,-22
COc1cc(-c2nnc(COc3ccc(Cl)cc3C)o2)cc(OC)c1OC,3,-2,7,-3,9,-37,17,-2,6,-3,-1
COc1ccccc1C(=O)NCC(=O)OCC(=O)Nc1cccc(S(=O)(=O)N(C)C)c1,3,4,11,5,17,-25,-3,1,-27,-2,0
COc1ccc(O)c(-c2cc(-c3ccccc3Cl)[nH]n2)c1,-12,-39,6,-18,-201,-161,-210,-2,-60,-6,-74
Cc1ccc(S(=O)(=O)N(CC(O)CN2CCOCC2)c2cc(Cl)ccc2Cl)cc1 (stereo unspecified),-10,-2,-1,-1,19,-29,10,6,1,11,5
OCC[C@H]1C[C@H](O)[C@@H](O)[C@]2(Cc3ccccc3CCO2)O1,5,6,25,15,5,-23,13,1,-8,6,5
CCOC(=O)c1nc(Nc2ccc(C(C)=O)cc2)c2ccccc2n1,-46,.,9,4,-38,-2,-12,2,-39,2,-11
Cc1ccc(-c2ccc(/C=C/C(=O)c3ccccc3)o2)cc1,23,-79,-14,33,-109,-48,35,1,-25,-12,-29
C/C=C/C(=O)Nc1cccc(C2=NOC3(C2)C[C@@H](C(N)=O)N(C(=O)c2cc([N+](=O)[O-])cc([N+](=O)[O-])c2)C3)c1 (stereo partly specified),-12,13,5,-10,18,-35,-9,6,-4,-17,-1
O=C(CSc1nnc(-c2ccccc2)n1-c1ccccc1)c1ccc[nH]1,12,5,-11,-1,13,-6,11,2,-1,-15,14
C=CCn1c(SCc2nc3ccccc3nc2C)nnc1-c1ccoc1C,-3,4,-11,-8,6,-16,13,-1,-2,6,-18
COc1ccc(/C=N/NC(=O)c2ccc3ccccc3c2)cc1OS(=O)(=O)c1ccc(NC(C)=O)cc1,61*,30,-12,52*,-14,-34,62*,3,18,-13,37
O=C(Oc1ccc2c(=O)c(Cl)coc2c1)c1cccnc1,-13,-3,-19,1,3,2,5,1,-9,-6,-42
O=C(/C=C/c1cccc([N+](=O)[O-])c1)N1CCN(S(=O)(=O)c2cccs2)CC1,-7,-4,-1,6,23,-15,26,9,-23,-6,-6
C=CC[C@H](CC(=O)N(CCO)Cc1ccccc1)C(=O)N[C@@H](COC(=O)[C@@H](CC=C)Cc1ccc(F)cc1)Cc1ccccc1,13,-2,29,46,-14,-8,38,.,59,-8,37
O=C(CS(=O)(=O)Cc1ccccc1)Nc1ccc(Br)cc1F,-4,2,-12,-8,-2,3,6,0,1,-4,-13
O=C(CCc1nnc(C2CCCCC2)o1)N1CCN(C2CCCCC2)CC1,7,-2,-10,-16,0,-13,9,-2,5,3,9
CCc1nc(SCC(=O)Nc2ccc(F)cc2)c2c(=O)n(C)c(=O)n(C)c2n1,-9,0,29,13,11,8,31,3,21,4,14
O=C(NCc1ccccc1Cl)c1cccc(OC2CCN(C(=O)C3CC3)CC2)c1,-4,11,-7,17,-6,20,-9,-1,23,-2,16
COC(=O)C1=CN(Cc2cccs2)C=C(C(=O)OC)C1c1cccc(Cl)c1,10,14,4,14,15,8,21,-3,7,-1,1
CCCc1nc2oc(C(=O)c3ccccc3)c(N)c2c2c1COC(C)(C)C2,0,1,-7,0,3,0,21,1,-7,-13,23
CCCC(=O)Nc1ccc(C=C(C(C)=O)C(C)=O)cc1,0,.,10,37,29,-13,5,3,-11,-3,5
C[C@@H](CO)NC(=O)c1nc[nH]c1C(=O)N[C@H](C)c1ccccc1,-35,.,3,7,3,-9,7,.,-26,20,-2
COCCN1C(=O)c2oc3cc(C)c(C)cc3c(=O)c2C1c1cccc(O)c1 (stereo unspecified),2,6,-4,-12,8,-3,-4,1,-5,8,-1
CCOC(=O)c1sc(N)c(C#N)c1COC(=O)CNC(=O)c1cc(OC)c(OC)c(OC)c1,-8,15,3,-2,13,-11,7,-1,-21,10,10
